OXTR potentiate – potentiators of human oxytocin receptor. P30559. AID 2445. CHO-OTR cells, Fluo-8 calcium fluorescence, potentiator mode; 0% = oxytocin EC15, 100% = EC100. hit rate 0.061% among 320,000. activation, % at 3 µM;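 active means activation above that plate's cutoff, the mean activation of tested compounds plus 3 SD, cut at about 6.6% in these data, passing the limit was not always enough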;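 further: 100% uses oxytocin at 75 nM as the full agonist control; some results filed as inactive read as strong as hits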
Target sequence (P30559 whole entry, looked up): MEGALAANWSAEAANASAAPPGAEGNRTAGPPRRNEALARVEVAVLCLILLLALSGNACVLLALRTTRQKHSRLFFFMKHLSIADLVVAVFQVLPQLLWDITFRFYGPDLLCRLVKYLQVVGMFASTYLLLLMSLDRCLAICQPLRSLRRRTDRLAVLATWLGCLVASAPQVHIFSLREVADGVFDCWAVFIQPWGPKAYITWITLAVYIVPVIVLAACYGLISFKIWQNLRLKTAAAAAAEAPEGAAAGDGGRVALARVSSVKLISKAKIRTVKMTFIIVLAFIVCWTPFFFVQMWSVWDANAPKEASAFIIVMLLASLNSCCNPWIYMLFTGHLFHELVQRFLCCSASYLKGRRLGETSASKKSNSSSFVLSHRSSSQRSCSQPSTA
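Material: CHO-OTR cells, human receptor; compound dosing: single dose, 3.0 µM nominal final compound concentration; schedule: 6 min compound pre-incubation at room temperature, 100 s kinetic read; measured by: kinetic Fluo-8 calcium fluorescence; read-out basis: % activation vs EC15 and EC100 oxytocin; controls: EC15 oxytocin alone as 0%, 75 nM oxytocin as 100%; replicates: singlicate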
TAAR1 agonist – human TAAR1 agonism; Q96RJ0; CHO RD-HGA16 TAAR1, Fluo-8 calcium fluorescence; vehicle wells 0%, saturating PEA agonist 100%; activation, % at 3 µM; hit rate 0.99% among 360,000; AID 624467;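 active means activation above the mean activation of all test compounds in the run plus 3 SD, cut at about 38% in these data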
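test system = CHO RD-HGA16 cells carrying human TAAR1 plus Gα16 | schedule = 17-24 h seeding, 75 min 37 °C dye, 30 min RT | compound dosing = 3 µM single concentration | control set = DMSO and PEA EC100 | replicates = n 1 | signal = Fluo-8 fluorescence, 5 s baseline then 140 s kinetic read | measure = percent activation vs PEA EC100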
CHO-K1 Ca PAM – M1 PAM counterscreen hit in parental CHO-K1 cells; ATP EC20, Fluo-8 calcium fluorescence; 0% at ATP EC20, 100% at ATP max; activation, % at 3 µM; hit rate 0.02% among 360,000;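 active means activation above the run cutoff, the mean activation of all test compounds plus 3 SD, cut at about 40% in these data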;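 further: peak over basal fluorescence ratio in a 140 s read after ATP addition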
CHRM1 antagonist – human CHRM1 antagonism; CHO-K1 hM1, Fluo-8 calcium fluorescence, ACh EC80 antagonist; inhibition, % at 3 µM; hit rate 1.3% among 360,000;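 active means percent inhibition above its own plate's cutoff, namely the mean of that plate's compound wells plus 3 SD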;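 further: peak over basal fluorescence ratio during 140 s after agonist addition; 0% = ACh EC80 plus DMSO and 100% = DMSO alone without agonist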
Target sequence (P11229 whole entry, looked up): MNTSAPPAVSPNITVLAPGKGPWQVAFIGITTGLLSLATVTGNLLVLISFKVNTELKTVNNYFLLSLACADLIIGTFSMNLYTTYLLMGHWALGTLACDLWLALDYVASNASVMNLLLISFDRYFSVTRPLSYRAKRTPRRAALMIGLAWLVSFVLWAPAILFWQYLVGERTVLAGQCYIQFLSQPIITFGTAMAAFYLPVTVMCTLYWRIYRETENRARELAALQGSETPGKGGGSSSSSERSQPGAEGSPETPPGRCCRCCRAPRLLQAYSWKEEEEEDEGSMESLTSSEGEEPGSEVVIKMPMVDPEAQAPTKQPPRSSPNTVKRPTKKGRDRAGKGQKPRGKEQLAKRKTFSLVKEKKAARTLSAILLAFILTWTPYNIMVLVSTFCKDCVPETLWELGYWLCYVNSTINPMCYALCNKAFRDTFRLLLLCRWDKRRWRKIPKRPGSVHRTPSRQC
TAAR1 antagonist – human TAAR1 antagonism. Q96RJ0. CHO RD-HGA16 TAAR1, Fluo-8 calcium fluorescence, antagonist. inhibition, % at 3 µM. hit rate 1.5% among 360,000. AID 624466;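 active means inhibition above a per-plate cutoff, the mean inhibition of test compounds on that plate plus 3 SD, cut at about 49% in these data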;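 further: 0% = DMSO plus EC80 beta-PEA response and 100% = DMSO alone without agonist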
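Test system – hTAAR1-expressing CHO RD-HGA16 cells, Gα16-coupled · Also added – β-PEA at EC80 concentration, post-compound challenge · Compound – 3 µM, single point · Incubation – dye loading 75 min at 37 °C, then 30 min room temperature · Measured by – Fluo-8 intracellular calcium dye fluorescence, real-time kinetic reads · Benchmarks – vehicle and agonist controls · Replicates – singlicate, one well per test compound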
CHO parental Ca – counter-screen for OX1R antagonists: effect in parental CHO cells | parental CHO-K1, ATP-induced calcium, Fluo-8 fluorescence | inhibition, % at 5.6 µM | hit rate 0.63% among 330,000 | AID 463079;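 active means inhibition above that plate's mean sample inhibition plus 3 SD, cut at about 26% in these data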;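 further: 0% = ATP-challenged DMSO wells and 100% = DMSO wells without ATP; some compounds past the cut are filed as inactive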
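Test system: parental CHO cells; detection: calcium-sensitive Fluo-8 fluorescence; evaluation: percent inhibition of calcium signal; also added: ATP as calcium-mobilizing challenge; repeats: one well per compound; control set: ATP-challenged DMSO wells low, unchallenged DMSO wells high; compound: single nominal dose of 5.6 µM per compound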
CHO-K1 Ca ag – nonselective activator or artifact in parental CHO-K1 cells. Fluo-8 calcium fluorescence; scaled to maximal ATP response, vehicle zero. AID 602248. hit rate 0.48% among 360,000. activation, % at 3 µM; in the data active means activation above about 15%;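 further: untransfected CHO-K1 host cells lacking M1 receptor as counterscreen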
CHO-K1 Ca antag – counter-screen for M1 antagonists: effect in parental CHO-K1 cells; ATP-induced calcium, Fluo-8 fluorescence; inhibition, % at 3 µM; hit rate 0.6% among 360,000; AID 602250;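 active means inhibition above a per-plate cutoff, the plate's mean sample inhibition plus 3 SD, cut at about 24% in these data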;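 further: 0% = DMSO plus EC80 ATP and 100% = DMSO alone without ATP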
CHRM1 agonist – activates human CHRM1 receptor | activation, % at 3 µM | AID 588814 | P11229 | CHO-K1 hM1, Fluo-8 calcium fluorescence, agonist mode; 0% DMSO, 100% acetylcholine EC100 | hit rate 0.33% among 360,000;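 active means activation above the run's mean compound activation plus 3 SD, cut at about 16% in these data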;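 further: peak over basal fluorescence ratio within a 140 s kinetic read after compound addition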
* hit, by the source's call; . = no result given.

Value order: OXTR potentiate	TAAR1 agonist	CHO-K1 Ca PAM	CHRM1 antagonist	TAAR1 antagonist	CHO parental Ca	CHO-K1 Ca ag	CHO-K1 Ca antag	CHRM1 agonist
> CCCCS(=O)c1c(O)c2ccccc2[nH]c1=O (stereo not drawn)
    -4	0	22	-13	-6	-10	-0.1	0	-1
> Cc1cccc(NC(=O)CSc2nc(N)c(NC(=O)c3cccs3)c(=O)[nH]2)c1
    -4	2	-10	2	-8	-3	0.1	9	9
> CCN1C(=O)S/C(=C/c2ccc(Sc3nc4ccccc4[nH]3)o2)C1=O
    -12	10	16	31*	24	-13	8.8	-3	0
> COC(CNS(=O)(=O)c1cc2c3c(c1)CCN3C(=O)CC2)OC
    -3	0	14	-3	-8	-14	1.6	-10	-1
> O=C(COc1ccc2c(-c3ccccc3)cc(=O)oc2c1)NCc1cccs1
    -9	-1	25	-10	10	-8	1.4	-2	-6
> COc1ccc(Nc2ncnc3ccccc23)cc1
    -2	10	14	-12	-1	-1	0.8	-14	-2
> CCc1ccc(C(=O)COC(=O)C(Cc2ccccc2)NC(=O)c2ccc(Cl)cc2)cc1 (stereo not drawn)
    -15	4	0	-4	28	-6	0.1	-1	-5
> Cc1ccc(NC(=O)CCN2C(=O)c3ccccc3S2(=O)=O)cc1C
    -11	16	14	-2	32	-15	4.8	3	-3
> COCc1c(C(=O)OCc2nnc(-c3ccc([N+](=O)[O-])cc3)o2)oc2ccccc12
    -7	-1	2	8	20	-10	0.0	-2	-7
> O=C(Cc1cccc(NC(=O)C2CCCN(C(=O)c3ccccc3)C2)c1)Nc1cccc(C(=O)N2CCOCC2)c1 (stereo not drawn)
    .	2	-7	4	4	.	0.5	3	-2
> CCCCn1nnnc1NCc1cccc(OC)c1OC
    -5	6	22	5	-12	-5	0.8	-19	-6
> CC(/C=C1\SC(=O)N(CC(=O)Nc2cccc(O)c2)C1=O)=C\c1ccccc1
    -11	6	7	-1	28	-11	0.3	3	-2
> Cc1sc2nc3n(c(=O)c2c1C)CCCCC3
    -11	-4	14	-7	-7	-14	0.4	1	-5
> CCOC(=O)C1=C(C)Nc2ccccc2N/C1=N\S(=O)(=O)c1ccc(Cl)cc1
    -11	8	-1	37*	32	-1	5.4	-7	-7
> Cc1ccc(N2CCN(C(=O)c3ccccc3NC(=O)/C=C\C(=O)O)CC2)cc1
    -2	.	4	-3	.	-15	0.3	-12	-4
> CN1c2ccccc2-c2nc3ccccc3n2C1c1cccs1 (stereo not drawn)
    1	2	-10	6	1	-18	0.2	19	-7
> COc1ccc(Cl)cc1NC(=O)Nc1cnccn1
    -6	0	-15	3	-6	-8	0.4	-3	-2
> Cc1cc(C)c(S(=O)(=O)c2cccc(C(F)(F)F)c2)c(=O)[nH]1
    -11	3	4	-10	-13	-1	0.6	3	-1
> O=C(N/N=C/c1ccc(Cl)c([N+](=O)[O-])c1)C1CC1
    -12	7	4	-5	-2	1	0.4	1	-5
> O=C(NCc1ccc(Cl)cc1)c1ccc(OCC2CCCO2)cc1 (stereo not drawn)
    -3	3	12	6	2	-11	1.2	-12	-3
> CCOc1ccc(NC(=O)C(=O)N/N=C/c2cccnc2)cc1
    2	11	8	8	-17	-9	3.8	-7	-2
> Cc1csc(SCc2ccccc2C(=O)O)n1
    -12	2	18	-2	0	10	-0.1	-10	-3
> CCN(CC)S(=O)(=O)c1ccc(NC(=O)c2cccnc2Cl)c(NC(=O)c2cccnc2Cl)c1
    -14	9	11	-7	6	-12	0.0	2	-2
> COCCn1nnnc1C(c1ccc(OC)cc1)N1CCC(C)CC1 (stereo not drawn)
    -11	6	13	-27	-12	-17	-0.1	0	-3
> CN(C)S(=O)(=O)c1cccc(NC(=S)Nc2cccc3cnccc23)c1
    .	1	22	-17	7	.	1.7	-11	-5
> CC(OC(=O)CNC(=O)c1ccccc1)C(=O)Nc1ccc(S(=O)(=O)N2CCOCC2)cc1 (stereo not drawn)
    .	1	-22	2	-8	.	0.3	0	-1
> COc1ccc(C(C[N+](=O)[O-])n2nc(C)cc2C)cc1 (stereo not drawn)
    -4	-1	-1	8	1	-22	0.6	0	-5
> COc1ccccc1CNc1nc2cc(-c3ccc(OC)c(OC)c3)sc2c(=O)n1C
    .	1	15	-6	1	.	0.7	-5	-7
> O=C1OC(c2ccccc2)/C(=C(/O)c2ccccc2)C1=O (stereo not drawn)
    -7	5	8	-13	-13	-15	-0.2	5	-4
> CC(=O)Oc1ccc(/C=N/NC(=O)CCSc2ccccc2)cc1
    -23	7	-8	4	3	9	0.6	16	-2
> OCCCn1c(CCNc2nc(-c3ccc(Cl)cc3)cs2)nc2cc(C(F)(F)F)ccc21
    -7	5	7	-4	6	-5	-0.2	-11	-2
> Cc1ccccc1NC(=O)c1cccc(NC(=O)c2ccco2)c1
    -14	1	3	-4	-1	-6	2.3	-1	-2
> O=C(NCCC1=CCCCC1)c1cc(-c2ccccn2)nc2ccccc12
    -1	1	6	-2	-22	-16	0.2	-7	-1
> O=C(NCc1ccc2c(c1)OCO2)c1c(F)c(F)c(F)c(F)c1F
    -11	6	11	-1	7	-9	0.5	-7	-5
> CC1CC(C)(C)C2=NCCN21 (stereo not drawn)
    .	1	6	-13	-5	.	0.1	2	-3
> CC(=O)NC12CC3CC(C1)CC(C(=O)Nc1nc4ccc(F)cc4s1)(C3)C2
    -5	5	-13	7	-13	-9	1.6	8	-2
> CCC(C)NC(=O)c1cc(-c2cccs2)nc2ccccc12 (stereo not drawn)
    -12	10	6	0	14	-15	2.9	2	-3
> COc1cc(Br)c(CCNC(=O)c2ccco2)cc1OC
    -2	1	15	1	8	-9	0.9	6	-6
> COC(=O)[C@]1(Cc2ccccc2)N[C@H](CN(C)C(=O)NC(C)C)[C@@H]2C(=O)N(C)C(=O)[C@@H]21
    5	4	11	-8	-19	-9	1.6	-7	-1
> CCOC(=O)C1=C(CCc2ccccc2)NC(=O)NC1c1ccc2ccccc2c1 (stereo not drawn)
    -8	9	-15	-13	17	-22	-0.1	7	-5
> N#CC(C#N)=C1CCc2ccccc2N1
    -15	2	7	3	0	-2	0.2	4	-4
> CC(C)Oc1ccc(C(CC(=O)O)Cc2ccccc2)cc1 (stereo not drawn)
    -13	-2	13	-8	6	-3	0.2	-9	-4
> CCC1COC(c2cccn2Cc2ccccc2Cl)=N1 (stereo not drawn)
    3	21	3	-7	6	1	0.5	-6	-12
> CC1CCCCN1c1nc2nonc2nc1N1CCCCC1C (stereo not drawn)
    -6	-1	21	-4	-11	-18	0.8	-4	-5
> COC(C[C@H](O)C[C@@H](O)[C@H](C)OCc1ccccc1)OC
    .	1	8	4	15	.	0.5	-7	-4
> O=C(COC(=O)c1ccc(S(=O)(=O)Nc2ccccc2)cc1)NCc1ccco1
    -7	32	19	-10	6	3	2.4	-8	5
> COc1ccc(CNC(=O)C[C@H]2C[C@H](C(=O)N(C(C)C)C(C)C)[C@@]3(C)c4[nH]c5cc(-c6ccco6)ccc5c4CCN3C2=O)cc1OC
    .	0	20	-14	-20	-15	-0.2	-6	-3
> O=c1[nH]c2ccccc2c(O)c1Cc1ccccc1
    -6	4	13	-11	9	-1	1.1	-8	-6
> O=C1C=C(Nc2ccccc2)CC(c2ccccc2)C1 (stereo not drawn)
    -5	0	-4	-2	11	-14	-0.1	8	-3
> COc1ccccc1OC(C)C(=O)N(Cc1ccco1)C1CCS(=O)(=O)C1 (stereo not drawn)
    1	.	17	-18	.	-7	0.1	-6	2
> C[C@@H]1CN([C@@H](C)CO)C(=O)CCCn2nncc2CO[C@@H]1CN(C)S(=O)(=O)c1ccc(Oc2ccccc2)cc1
    .	-1	12	-15	-8	.	1.1	-2	-10
> COc1cccc(CC(=O)Nc2ccc3c(c2)CCC3)c1
    -1	-2	8	-1	2	-2	-0.1	-3	-6
> CC1(C)Cc2ccccc2/C(=C/C(=O)N2CCCCCC2)N1
    4	5	14	13	-15	-20	-0.6	-12	-11
> COc1ccc(/C=C2\N=C(SC)NC2=O)cc1
    -3	17	6	-5	0	-3	0.7	-2	-2
> O=C(NCc1ccc2c(c1)OCO2)c1ccc(COc2cc(Cl)ccc2Cl)o1
    -4	15	-4	0	20	-9	0.3	5	-2
> COc1ccccc1CCC(=O)OCC(=O)Nc1ccc2[nH]c(=O)[nH]c2c1
    0	2	-26	0	-7	10	0.4	4	4
> O=C1c2ccccc2NC2(CCCCC2)N1c1ccc(O)cc1
    -13	1	16	-27	-18	-16	0.5	-11	-2
> CCCCc1ccccc1NC(=S)NC1CCCC1
    .	-1	26	-3	-22	.	1.8	-3	-5
> COc1ccc(C)cc1S(=O)(=O)N(C)CC(=O)Nc1ccccc1
    -3	2	12	1	-1	-7	0.2	-3	-7
> COc1ccc(/C=C/C(=O)N(C)C2CCS(=O)(=O)C2)cc1OC (stereo not drawn)
    -5	7	-2	-4	-16	4	-0.2	4	-7

The list goes on:
Value order: OXTR potentiate	TAAR1 agonist	CHO-K1 Ca PAM	CHRM1 antagonist	TAAR1 antagonist	CHO parental Ca	CHO-K1 Ca ag	CHO-K1 Ca antag	CHRM1 agonist
> Cc1cc(C)n(-c2cc(C(C)(C)C)nc3c(-c4ccccc4)cnn23)n1
    2	7	17	7	-31	-40	3.3	-13	0
> Cc1ccc(C)c(CC(=O)N2CCCC(c3cc(C(=O)Nc4ccccc4Cl)no3)C2)c1 (stereo not drawn)
    .	-1	4	-16	-7	.	0.2	-1	-4
> Cc1c(CN2CCN(CC(C)C)C(CCO)C2)[nH]c2ccc(Cl)cc12 (stereo not drawn)
    1	2	13	-22	-17	-22	1.6	-7	-8
> CN(C1CCCCC1)S(=O)(=O)c1ccc(NC(=O)CCC(=O)O)cc1
    -8	1	13	-20	0	0	1.1	-1	3
> O=C(Nc1ccc(C(=O)NCc2ccccc2Cl)cc1)C1=CSCCO1
    -7	2	14	-2	-31	-4	0.5	-5	0
> Nc1ccn([C@@H]2O[C@H](C(=O)N[C@H](CO)Cc3ccccc3)[C@@H](O)[C@H]2O)c(=O)n1
    .	2	16	-26	-7	.	0.7	-13	3
